S aureus QS inh = S. aureus quorum sensing inhibitors, primary screen, RNAIII-GFP reporter, flow cytometry | S. aureus RN6390 RNAIII-GFP reporter, AIP-induced, flow cytometry 3 h | inhibition, % at 2 µM | 24,000 tested, 0.3% active | AID 527, 2006;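 active = share of bacteria positive for the green fluorescent reporter and its mean brightness both inhibited by 50% or more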;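 note: 0% = AIP-stimulated control and 100% = unstimulated bacteria without AIP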
S aureus QS inh GFP MFI % = also measured in S aureus QS inh; calls as there; inhibition, %; measured here: inhibition of GFP MFI
Numbers without * were called inactive. This is a subset, so the mix of outcomes need not match the whole.

nr | SMILES | S aureus QS inh | S aureus QS inh GFP MFI %
1 | CC1CCCN(C(=O)C2c3ccccc3C(=O)N3CCc4ccccc4C23)C1 (stereo not drawn) | 2 | 17
2 | CC(C)Oc1ccc(C(CC(=O)O)NC(=O)CSc2ncn[nH]2)cc1 (stereo not drawn) | -1 | 2
3 | CCN1CCN(c2cc(C)c3cc(NC(=O)c4ccc5c(c4)OCO5)ccc3n2)CC1 | 1 | 15
4 | O=C(CCn1c(=O)sc2ccccc21)NCCCn1ccnc1 | -6 | -8
5 | COc1cccc(C2=NOC(C(=O)Nc3cc(OC)c(OC)c(OC)c3)C2)c1 (stereo not drawn) | -2 | -36
6 | Cc1cccc(N2CCN(S(=O)(=O)c3ccc4c(c3)CCC(=O)N4)CC2C)c1 (stereo not drawn) | 0 | 2
7 | Cn1c(C(=O)NCCN2CCOCC2)cc2c(=O)n(C)c3ccccc3c21 | -5 | -16
8 | Cc1ccccc1NC(=O)Cn1cccc1 | -2 | 5
9 | COc1ccccc1NC(=O)NCc1ccc2c(c1)OCO2 | 1 | 5
10 | Cc1nc2ncnn2c(C)c1CCC(=O)NCc1ccc2c(c1)OCO2 | 16 | 26
11 | Cc1occc1C(=O)N1CCN(Cc2ccccc2)CC1 | -1 | -1
12 | C=CCN(C1CCCCC1)S(=O)(=O)c1ccc2c(c1)oc(=O)n2C | 8 | 19
13 | Cc1cccc(N(C)c2cc(C)nc3ncnn23)c1 | -2 | -8
14 | Cc1cc(NC(=O)CCC(=O)N(CC(=O)NC2CCCC2)Cc2ccc(F)cc2)no1 | -7 | -13
15 | CN(C)C(=O)Oc1ccc[n+](C)c1 | 0 | 22
16 | CCn1c(=O)n(CC(=O)N(C)Cc2ccccc2)c(=O)c2ccccc21 | -1 | -8
17 | COc1cc(OC)c(NC(=O)CCc2nc(-c3ccc(C)cc3)no2)cc1Cl | 1 | 2
18 | COc1cccc(-c2csc3nc[nH]c(=O)c23)c1 | 1 | 20
19 | CSc1oc(-c2ccccc2)nc1S(=O)(=O)c1ccc(F)cc1 | -1 | 17
20 | CCCn1c(NC(=O)C2COc3ccccc3O2)nc2ccccc21 (stereo not drawn) | -2 | -8
21 | CSc1nnc(-c2cnccn2)n1Cc1ccccc1 | -2 | -17
22 | COc1ccc(Nc2cccc(Cl)c2)c(C(=O)O)c1 | 43 | 52
23 | N#C/C(C(=O)N1CCOCC1)=C1/SC(Cc2ccccc2)C(=O)N1c1ccccc1 (stereo not drawn) | 4 | 20
24 | COc1cccc(N2C(=O)C3CCCN3C2c2ccc(N(C)C)cc2)c1 (stereo not drawn) | -21 | -12
25 | O=C1CSC(c2ccccc2F)N1c1cc(Cl)ccc1O (stereo not drawn) | -6 | -13
26 | CCCCCOC(=O)C1=C(C)N(C)C(=O)NC1c1cc(Br)c(O)c(OC)c1 (stereo not drawn) | -3 | -22
27 | Cc1ccccc1CSc1ncc(C#N)c(N)n1 | 0 | 3
28 | CCOC(=O)Nc1ccc(C(=O)NCC2CCCO2)cc1 (stereo not drawn) | -1 | -16
29 | COc1ccc(CNC(=O)c2nnn(Cc3ccc(OC)cc3)c2N)cc1 | 0 | 4
30 | Cc1nc2sc(C(c3cccs3)N3CCOCC3)c(O)n2n1 (stereo not drawn) | -4 | -8
31 | COc1ccccc1-n1c(SCC(=O)Nc2ccc3c(c2)OCO3)nc2c(c1=O)SCC2 | 1 | 4
32 | O=c1cc(N2CCC3(CC2)OCCO3)[nH]c(=O)n1-c1ccc(Cl)cc1 | -8 | -10
33 | CCOC(=O)c1c(C)[nH]c(C)c1C(=O)COc1ccc(NC(=O)c2ccco2)cc1 | -4 | -23
34 | CC1CCN(C(=O)CSc2nnc(-c3ccco3)o2)CC1 | -3 | -1
35 | CN(C(=O)c1ccccn1)c1nnc(-c2cccnc2)s1 | 0 | 3
36 | CCCCN1C(=O)C2C(c3ccc(OC)cc3O)NC(CC(C)C)(C(=O)O)C2C1=O (stereo not drawn) | 1 | -5
37 | Cc1nc2sc(C(c3cccs3)N3CCC4(CC3)OCCO4)c(O)n2n1 (stereo not drawn) | -1 | -5
38 | CCOc1ccccc1NC(=O)CCS(=O)(=O)c1cccc2nonc12 | -4 | -23
39 | COc1ccc(N2CCN(C(c3cccs3)C(C)NS(=O)(=O)c3ccccc3)CC2)cc1 (stereo not drawn) | -1 | -23
40 | COCCOC(=O)C1=C(C)N=C2SCCC(=O)N2C1c1cc(Br)ccc1OC (stereo not drawn) | 2 | 10
41 | Cc1ccc(N(CC(=O)N2CCN(C3CCCCC3)CC2)S(=O)(=O)c2cccnc2)cc1 | -2 | -7
42 | Cc1cn2c(-c3ccc(Cl)cc3)nnc2s1 | 0 | 23
43 | CC(C)(C)n1ncc2c(=O)n(CC(=O)NCc3ccccc3Cl)cnc21 | 7 | 15
44 | CCOC(=O)c1[nH]c2ccc(C)cc2c1NC(=O)CN1CCCCC1 | 0 | 18
45 | Cc1nc2ccc(C(=O)c3ccccc3)cc2[nH]1 | 1 | 11
46 | CC1CCN(S(=O)(=O)c2cn(CC(=O)N3CCN(C)CC3)c(=O)c3ccccc23)CC1 | 1 | 14
47 | CCCC(O)(CCN1CCOCC1)c1ccc(Br)cc1 (stereo not drawn) | -4 | -7
48 | O=C1CCc2cc(S(=O)(=O)NCCC(=O)N3CCN(c4cccc(Cl)c4)CC3)ccc2N1 | 0 | 14
49 | CCC1(C)Cc2c(sc3nc(SCC(=O)O)[nH]c(=O)c23)CO1 (stereo not drawn) | 1 | 34
50 | CCOC(=O)C1CCN(C(=O)CSCc2nc(-c3ccc(OCC)cc3)oc2C)CC1 | -4 | -16
51 | COc1cccc(NC(=O)c2ccco2)c1 | -1 | 0
52 | CC(=O)[C@@]1(O)CC[C@H]2[C@@H]3C[C@H](C)C4=CC(=O)CC[C@]4(C)[C@H]3CC[C@@]21C | -6 | -17
53 | CC1CCCCN1CCNC(=O)c1cc2c(-c3ccccc3F)nn(C)c2s1 (stereo not drawn) | -5 | -16
54 | CCOCC(=O)Nc1nc2c(s1)C(=O)CC(C)(C)C2 | -2 | 1
55 | CS(=O)(=O)N(CC(=O)O)c1cccc(Cl)c1 | 0 | 4
56 | CC(C)C(NS(=O)(=O)c1ccc2c3c(cccc13)C(=O)N2)C(=O)O (stereo not drawn) | -2 | -16

The list continues.
nr | SMILES | S aureus QS inh | S aureus QS inh GFP MFI %
57 | COc1ccc(C(=O)OC(COc2ccccc2)Cn2ccnc2)cc1 (stereo not drawn) | 0 | -1
58 | Cc1noc(NS(=O)(=O)c2ccc(N)cc2)c1C | 0 | -5
59 | CN(C)c1oc(-c2ccccc2F)nc1C#N | -2 | -4
60 | O=C(Cn1cnc2c(cnn2-c2ccc(F)cc2)c1=O)NCc1ccco1 | 5 | 24
61 | O=C(Nc1ccccc1)N(CCCN1CCOCC1)Cc1cc2cc3c(cc2[nH]c1=O)OCCO3 | 2 | 9
62 | COc1cccc(CNc2ccc3c(c2)ncn3C(C)C)c1OC | 9 | 18
63 | O=C(O)c1oc2ccccc2c1-n1cccc1 | -1 | 0
64 | Cc1nn(-c2ccccc2)c2[nH]c(C(F)(F)F)cc(=O)c12 | 0 | -1
65 | Cc1c(C(=O)N2CCc3ccccc3C2)sc2nc(-c3ccccc3)cn12 | 0 | 17
66 | CCCc1nnc2n1N=C(c1ccc(-c3cc(Cl)ccc3Cl)o1)CS2 | -1 | -4
67 | CC(=O)c1c(C)[nH]c(C(=O)NCCC2=CCCCC2)c1C | 0 | 0
68 | CCN1CCN(c2cc(=O)n(-c3cc(Cl)ccc3C)c(=O)[nH]2)CC1 | 1 | 11
69 | CN1C(=O)CSc2ccc(NC(=O)NCc3ccco3)cc21 | 6 | 11
70 | O=C(c1ccccc1)c1c[nH]c2cc3c(cc2c1=O)OCCO3 | -5 | -13
71 | COc1ccc(S(=O)(=O)N2CCCC2C(=O)Nc2ccc(C(C)=O)cc2)cc1 (stereo not drawn) | -6 | -23
72 | CCOC(=O)C(NC(=O)CC)(Nc1ccc(S(=O)(=O)Nc2cc(C)on2)cc1)C(F)(F)F (stereo not drawn) | -1 | -5
73 | CS(=O)(=O)Nc1ccccc1C(=O)O | -4 | -64
74 | COc1ccc(C2C3=C(CC(C)(C)CC3=O)Oc3ncn4nc(-c5cccnc5)nc4c32)cc1 (stereo not drawn) | 0 | -6
75 | COc1ccc(CNC(=O)C2CCN(S(=O)(=O)c3cccc4cccnc34)CC2)cc1 | 0 | 2
76 | CC(NC(=O)Nc1ccccc1)C(c1cccs1)N1CCOCC1 (stereo not drawn) | 0 | 9
77 | CCn1cc(C(=O)NCCC2=CCCCC2)c(=O)c2cc(S(=O)(=O)N(C)C)ccc21 | 2 | 4
78 | Cc1ccc(-c2noc(CCC(=O)Nc3cc(C)ccn3)n2)cc1 | -2 | -9
79 | CSCCC(NC=C1C(=O)OC(C)(C)OC1=O)C(=O)O (stereo not drawn) | 0 | 6
80 | COC(=O)c1ccc(CSc2nc3ccccc3s2)o1 | 2 | 1
81 | COc1cccc(-n2nnc3c(=O)n(CC(=O)N4CCCc5ccccc54)cnc32)c1 | -1 | -10
82 | O=C(O)c1ccc(CSc2nnc(COc3ccc(Cl)cc3Cl)o2)cc1 | 19 | 35
83 | O=C(CNS(=O)(=O)c1cccc2nsnc12)NCc1ccc(Cl)cc1 | -3 | -13
84 | Cc1cc2ccccc2c(=O)n1CC(=O)N1CCN(c2cccc(Cl)c2)CC1 | -1 | -4
85 | C=CCn1c(NC(C)c2cc(Cl)ccc2O)nc2ccccc21 (stereo not drawn) | 27 | 5
86 | O=C(CN1CCC(c2nc3ccccc3s2)CC1)NCc1cccs1 | 0 | -1
87 | CCN1CCCC1CN(Cc1cc2c(C)cc(C)cc2[nH]c1=O)C(=O)NC1CCCCC1 (stereo not drawn) | -1 | -18
88 | Cc1cc(C)n(C(=O)CCCCCC(=O)n2nc(C)cc2C)n1 | 0 | -28
89 | CCc1cc(=O)oc2cc(C)cc(O)c12 | 0 | 3
90 | COCCN1C(=O)c2ccccc2C(C(=O)NCCN(C)C)C1c1ccc(F)cc1 (stereo not drawn) | 0 | -1
91 | CCOC(=O)C1=C(O)C(=O)N(c2ccc(S(N)(=O)=O)cc2)C1c1ccccc1 (stereo not drawn) | 0 | -4
92 | C=CCn1c(SCC(=O)NC2CCCCC2)nnc1-c1sc(N)nc1C | 1 | 6
93 | CN(C)CCCN1c2ccccc2Sc2ccc(C(F)(F)F)cc21 | 8 | 25
94 | O=C(Cn1c(=O)n(Cc2ccco2)c(=O)c2cc(Cl)ccc21)NCC1CCCO1 (stereo not drawn) | -4 | -23
95 | CCCCC(=O)Nc1cc(C)c2c(=O)oc3ccccc3c2n1 | 43 | 70
96 | CC1(C)CC(=O)C(C=NC(CCC(N)=O)C(=O)O)=C(O)C1 (stereo not drawn) | -1 | -3
97 | Cc1cc(=O)[nH]c(=S)n1-c1ccccc1 | -1 | -22
98 | CCOc1ccccc1NC(=O)c1cccc2c1C(=O)N(CCOC)C2 | 2 | 11
99 | CCC1CCCCN1C(=O)C1CC(c2cc(Cl)c(OC)cc2OC)=NO1 (stereo not drawn) | 0 | 2
100 | CCCCN(C)CCCNC(=O)Cn1c(=O)sc2ccccc21 | 0 | 14
101 | O=C(c1cccn2c(=O)c3ccc(Cl)cc3nc12)N1CCN(Cc2ccc3c(c2)OCO3)CC1 | 0 | 12
102 | Nc1nc2ccc(OC(F)(F)F)cc2s1 | 0 | 2
103 | Cc1cccc(C2CC(c3ccccc3)Nc3ncnn32)c1 (stereo not drawn) | -3 | -4
104 | CC(=O)C1C(c2cccc(Oc3ccccc3)c2)NC(=O)NC1(O)C(F)(F)F (stereo not drawn) | 18 | 32
105 | COc1ccc(C2=NOC(C(=O)N3CCN(c4ccccc4OC)CC3)C2)cc1 (stereo not drawn) | -2 | -8
106 | Cc1nc2nc(C)c(CCC(=O)N3CCN(c4ccccn4)CC3)c(C)n2n1 | -2 | -5
107 | COc1cc(OC)cc(C(=O)Nn2cc(C(=O)N3CCN(C)CC3)c3ccccc3c2=O)c1 | -3 | -18
108 | Cc1cc(C(=O)NCc2cccs2)n(-c2ccccc2)n1 | 1 | -3
109 | O=C(NCCS(=O)CCNC(=O)C(F)(F)F)C(F)(F)F | 3 | 41
110 | O=C1CC(c2ccc(S(=O)(=O)NCc3ccncc3)cc2)CN1 (stereo not drawn) | -1 | 2
111 | O=C(NCC(c1cccnc1)N1CCN(c2ccccc2F)CC1)C1CCCCC1 (stereo not drawn) | -1 | -8
112 | CCCNC(=O)c1c[nH]c2ccc(S(=O)(=O)N(C)c3ccc(OCC)cc3)cc2c1=O | 0 | -21

The final six entries of the part above are carried over, then new ones follow.
nr | SMILES | S aureus QS inh | S aureus QS inh GFP MFI %
107 | COc1cc(OC)cc(C(=O)Nn2cc(C(=O)N3CCN(C)CC3)c3ccccc3c2=O)c1 | -3 | -18
108 | Cc1cc(C(=O)NCc2cccs2)n(-c2ccccc2)n1 | 1 | -3
109 | O=C(NCCS(=O)CCNC(=O)C(F)(F)F)C(F)(F)F | 3 | 41
110 | O=C1CC(c2ccc(S(=O)(=O)NCc3ccncc3)cc2)CN1 (stereo not drawn) | -1 | 2
111 | O=C(NCC(c1cccnc1)N1CCN(c2ccccc2F)CC1)C1CCCCC1 (stereo not drawn) | -1 | -8
112 | CCCNC(=O)c1c[nH]c2ccc(S(=O)(=O)N(C)c3ccc(OCC)cc3)cc2c1=O | 0 | -21
113 | CCCN(CCC)CCCNC(=O)CC1Nc2ccccc2NC1=O (stereo not drawn) | -1 | -5
114 | N=c1c(C(=O)NCc2ccccc2)cc2c(=O)n3ccccc3nc2n1Cc1ccco1 | 7 | 22
115 | Cc1ccc(-n2ncc3c(=O)n(CC(=O)N4CCCCCC4)cnc32)cc1 | 1 | 35
116 | CCOC(=O)Cc1nnc(NC(=O)c2ncn[nH]2)s1 | 0 | -4
117 | Cc1c(C)[n+](=O)c2c(n1[O-])CCCCC2 | 0 | -12
118 | O=C(NC1CCCCC1)C1c2ccccc2C(=O)N1Cc1ccco1 (stereo not drawn) | 0 | 3
119 | C=CCn1c(SCC(=O)Nc2ccc3c(c2)CCC3)nnc1-c1cccs1 | -1 | 5
120 | O=C(COC(=O)CCC(=O)c1cccs1)NCc1ccco1 | 0 | 14
121 | Cc1nc2c([nH]1)C1(CCN(Cc3ccccc3)CC1)C(C#N)=C(N)O2 | 0 | 10
